Compound activity from PubChem BioAssay.
TCR activator – T cell receptor activation | 330,000 tested, under 10 active | Potency, µM (highest dose often 9.22 µM), for the others: at the top dose activation of IL-2 secretion, most hits filed as activators | primary human leukocytes, anti-CD3, IL-2 HTRF, 48 h; note: % of control where 0% means no effect
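Primary human leukocytes were stimulated with a-CD3 beads plus compounds for 48 hr without co-stimulation; secreted IL-2 was quantified by HTRF using a-IL-2-K (europium cryptate) and a-IL-2-d2, excited at 320nm with acceptor emission read at 665nm.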
TRPV1 agonist – human TRPV1 agonism; Q8NER1; TRPV1-expressing cells, Fluo-8 calcium influx, agonist mode; activation, % at 8.33 µM; actives 0.19% (n = 320,000); AID 540275; in the data active = activation above about 80%; inconclusive = between about 30% and that limit; note: 0% is about no effect
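Cells expressing TRPV1 were dye-loaded with Fluo-8 and read kinetically: 10 s baseline, 3 min after compound (agonist portion), then 2 min after EC20 capsaicin (allosteric enhancer portion). Calcium-bound dye fluorescence at 480/520 nm.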
Mito fusion yeast – blocks mitochondrial division or promotes mitochondrial fusion | S. cerevisiae fusion-defective mutant growth rescue, CellTiterGlo 48 h | actives 0.23% (n = 320,000) | Potency, µM (titrated, usually from 46.1 µM), for the others: top-dose growth rescue (activation), most hits filed as activators;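 note: potency is the fitted concentration of half-maximal effect; % of control where 0% means no effect; nearly all actives have a fitted effect of over 45% in size; temperature-sensitive fusion mutants such as fzo1-1 at 37 °C on non-fermentable ethanol glycerol medium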
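Read-out: ATP-based luminescence (CellTiterGlo, 10 min ambient) reporting growth of fusion-defective ts yeast after 48 hours at 37C on glycerol/ethanol YPEG medium in the presence of compound.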
USP2a block – inhibitors of human ubiquitin-specific protease USP2a. O75604. USP2 core, Ub-CHOP2 coupled fluorogenic reporter, 485/531. Potency, µM (series often up to 38.3 µM), inactives show top-dose activity change, negative = inhibition, actives largely listed as inhibitors. actives 0.01% (n = 330,000). AID 463254;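 note: potency is the fitted concentration of half-maximal effect; plate controls were DMSO wells for no effect and full inhibition by NEM control for full effect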
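USP2 core (10nM final) preincubated 30min RT with compound in 20mM Tris-HCl pH 8.0, 2mM CaCl2, 2mM beta-mercaptoethanol, 0.05% CHAPS; 25nM Ub-CHOP2 plus 25nM reporter substrate added, fluorescence (Ex485/Em531) read after 60min.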
KCNH2 3.1 inh – blocks the human KCNH2 3.1 channel isoform; U2OS KCNH2 3.1, thallium flux FluxOr; active compounds read low; activity change, % (tested at about 1.8 µM); actives 0.95% (n = 340,000); AID 720553;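 active = maximum activity change below -70%; inconclusive = maximum activity change from -70% to -50%; inactive = maximum activity change above -50%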;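 note: thallium influx rate constant from kinetic fluorescence after stimulation buffer; % is set by controls: 0 for no effect and ±100 for the full control effect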
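Channel expression came from 3.1 mutant virus (1.77 x 10^8 /mL) applied to suspended U2OS cells for 4 h. Flux was tracked with FluxOr dye plus Red40 quencher, and kinetic rate constants normalized to controls.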
KCNH2 WT inh – KCNH2 (human, wildtype) channel inhibition. Q12809. activity change, % at 1.84 µM. U2OS, BacMam KCNH2, thallium flux FluxOr; active compounds read low. actives 0.37% (n = 340,000). AID 720551;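 active = maximum activity change below -70%; inconclusive = maximum activity change between -70% and -50%; inactive = maximum activity change above -50%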; note: % is set by controls: 0 for no effect and ±100 for the full control effect
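U2OS cells transduced with wild-type KCNH2 virus are loaded with FluxOr dye for 45 min, and thallium flux is measured in kinetic reads before and after stimulation buffer. Rate constants are normalized to DMSO controls.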
TSHR antag – human thyrotropin receptor antagonism. activity change, negative = inhibition, % at 11.5 µM. TSHR-expressing cells, TSH-stimulated cAMP HTRF, 2 h; active compounds read low. actives 0.2% (n = 330,000). P16473;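 active = activity change below a set negative limit, meaning inhibition stronger than a set level, cut at about -70% in these data; inconclusive = activity change between two set negative limits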; note: % is set by controls: 0 for no effect and ±100 for the full control effect
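Cell-based HTRF cAMP assay; TSHR cells + compound, TSH EC80 (4nM final), 2 h, 37 deg C. Lysis with anti-cAMP cryptate and cAMP-d2, 30 min RT, read 665/620 nm.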
A-T KAP1 phos – potential ataxia-telangiectasia treatment; […] A-T fibroblasts, KAP-1 phosphorylation AlphaLISA; neocarzinostatin DNA damage 30 min before lysis; Potency, µM (highest dose often 57.5 µM), without a hit: at the highest dose activation, hits mostly activators; actives 0.19% (n = 320,000); note: potency is the fitted concentration of half-maximal effect; % of control where 0% means no effect; nearly all actives have a fitted effect of over 45% in size
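ATM-like activity read as KAP-1 phosphorylation via AlphaLISA donor/acceptor antibody pairs after lysis and 6 hr at 25C. Cells were ATM-null patient fibroblasts ([…], hTERT), dosed 60 min, then exposed to the DSB inducer NCS for 30 min.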
Eya2 inh – blocks the phosphatase activity of human Eya2; O00167; recombinant Eya2, OMFP fluorescence dephosphorylation (OMFP is methylfluorescein phosphate); Potency, µM (top dose mostly 76.9 µM), without a hit: at the highest dose activity, negative = inhibition, usual class: inhibitors; actives 0.006% (n = 330,000); AID 488837; note: potency is the fitted concentration of half-maximal effect; % is set by controls: 0 for no effect and ±100 for the full control effect
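Eya2 (0.2 uM) preincubated 10 min at ambient with compound, then OMFP substrate added at 50 uM; 10 min reaction in 50 mM HEPES pH 7.5, 50 mM NaCl, 5 uM MgCl2, 0.05% BSA, 1 mM DTT. Fluorescence read at Ex 485/Em 525 nm.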
ELG1 DNA repair – ELG1-dependent DNA repair inhibition; actives 2.3% (n = 330,000); HEK293T ELG1-luciferase reporter, luminescence, 16 h; DNA damage induced by 5-fluorouridine; AID 504467; Potency, µM (titrated, usually from 46.1 µM), without a hit: top-dose activity change, negative = inhibition, usual class: inhibitors; note: potency is the fitted concentration of half-maximal effect; % is set by controls: 0 for no effect and ±100 for the full control effect; nearly all actives have a fitted effect of over 55% in size
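HEK293T cells expressing luciferase-tagged ELG1 (2,000/well) received 5-Fluorouridine plus compound or DMSO for 16 hr at 37 °C. Luciferase was read by ONE-Glo luminescence after 30 min at room temperature.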
The depositor's hits bear a star; i = inactive; u = inconclusive; x = not tested or not shown; [ ] = dose if it differs, or a comment. Unless noted, calls come from the whole dose curve; as a rule, active = well fitted curve in the direction sought with a large enough effect; inconclusive = small, poorly fitted or top-dose-only effect, or another doubt; inactive = no such curve, though single readings can be large; an effect the other way counts as inactive or inconclusive.

SMILES	TCR activator	TRPV1 agonist	Mito fusion yeast	USP2a block	KCNH2 3.1 inh	KCNH2 WT inh	TSHR antag	A-T KAP1 phos	Eya2 inh	ELG1 DNA repair
O=C(c1ccco1)N1CCN(c2ncnc3c2nnn3Cc2ccccc2Cl)CC1	3.1%[46.1 µM]	-1.6	u	-9.2%	13.5	-3.9	u	-6.3%	-10.6%	23.1µM*
CC1=CC(=O)C=C(C)C1=NOS(=O)(=O)c1ccccc1	-2.3%	-3.8	-2.0%	-0.9%	0.9	-10.6	u	-12.1%	-41.4%	u
CC12CCC(C(=O)N(CSC(=S)N/N=C\c3ccccc3)C1=O)C2(C)C (stereo not drawn)	0.7%[46.1 µM]	-1.0	-3.7%	-6.2%	-0.9	18.7	-5.2	8.9%	-6.6%	-4.4%
CCn1cc(Br)c(C(=O)Nc2ccccc2C(=O)OC)n1	0.2%	u	1.2%	0.3%	-1.1	i	-10.6	10.2%	-4.3%	-15.7%
COc1cc(/C=N/OCC(=O)Nc2ccc(OC(F)F)cc2)ccc1OCc1ccccc1	-0.6%[46.1 µM]	-0.1	-1.5%	5.2%	-8.2	3.4	-32.1	4.5%	0.0%	u
COc1ccc(NC(=O)/C(=C\c2ccc3c(c2)OCO3)NC(C)=O)cc1	-1.1%[46.1 µM]	4.1	3.7%	1.2%	5.0	-6.2	8.0	-1.0%	-4.6%	u
CC1=Nc2ccccc2/C1=C\c1sc(Nc2ccc(C)cc2)nc1O	-7.6%[46.1 µM]	5.2	u	-1.2%	8.2	-15.7	-6.0	-31.0%	2.6%	u
Cc1c(Cl)cccc1NC(=O)CCC(=O)NNC(=O)c1ccccc1Cl	-1.2%	-1.9	-0.1%	5.8%	-9.0	12.3	15.5	-9.2%	-4.7%	6.4%
CCOC(=O)c1cc2c(C)n(-c3ccc(OCC)cc3)c(C)c2cc(C(=O)OCC)c1=O	2.9%[46.1 µM]	3.3	-3.3%	2.4%	-13.3	4.7	-1.6	1.3%	-7.4%	12.9%
O=C(NCc1cc(C(F)(F)F)ccc1Cl)c1cccc2c1C(=O)c1ccc(N3CCOCC3)cc1S2(=O)=O	-6.5%	x	x	2.1%	-1.6	0.2	-2.5	4.1%	10.0%	u
O=C(O)c1cn(Cc2ccccn2)c(=O)c2ccccc12	-2.7%	-8.8	-1.2%	0.5%	5.8	-11.1	-3.7	3.6%	6.1%	19.0%
CCOC(=O)N1CCC(NC(=O)C2CCN(C(=O)c3cc4oc(C)cc4n3Cc3c(F)cccc3Cl)CC2)CC1	-0.8%	1.1	3.9%	0.1%	8.0	10.7	-2.8	-1.8%	u	u
O=C(N/N=C/C=C/c1ccccc1)c1ccccc1Br	-6.7%	27.0	-1.2%	2.7%	-0.3	-1.0	5.1	-7.5%	-9.3%	u
CCC(C)(C)n1nnnc1C(c1ccc(C)cc1)N1CCSCC1 (stereo not drawn)	1.2%	25.6	1.4%	0.6%	8.1	-10.0	15.1	-4.6%	-21.7%	0.9%
O=C(NCc1ccccc1)C(=O)Nc1nc(-c2ccccc2)cs1	4.1%	-2.6	-2.5%	0.9%	-6.7	3.7	-0.4	-1.8%	-28.6%	-15.9%
COc1cc(C(=O)OC(C)CN2CCCCC2)cc(OC)c1OC (stereo not drawn)	1.0%	1.9	-0.3%	0.5%	3.7	-2.4	6.9	-10.2%	-11.5%	-6.8%
N/C(=N\OC(=O)c1cccs1)c1ccccc1	-0.1%[46.1 µM]	-0.3	1.4%	1.5%	x	16.2	9.8	5.1%	-3.8%	u
COc1cc(OC)c2ccc(=O)oc2c1	0.4%	x	x	-1.4%	5.3	-4.5	29.7	14.3%	10.3%	u
CC(C)N1CCC(N2CCN(Cc3cnc(-c4ccccc4)s3)CC2CCO)CC1 (stereo not drawn)	-1.3%	0.7	3.5%	0.7%	27.6	11.8	9.1	-3.6%	3.2%	13.7%
COc1ccccc1OCCNc1ccc(S(=O)(=O)N2CCCC2)cn1	-4.8%	1.2	5.6%	2.3%	17.4	4.0	-0.2	14.1%	u	-9.3%

Some of the compounds tested; count on the stated rates, not on these rows.
